Compound activity from PubChem.
D1 agonist – Allosteric Agonists of the Human D1 Dopamine Receptor: qHTS; D(1A) dopamine receptor (Homo sapiens), P21728; HEK293 T-REx D1 cells, calcium flux, agonist mode; activation, % at 2 µM; 360,000 compounds, 1% hits; in the data active means activation above about 30%; further: 0% is about no effect
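Agonism was scored from calcium flux recorded over 180 s (1 read/s) after pintool compound addition, following a 10-cycle baseline. Cells were inducible force-coupled HEK293 TREx D1, plated overnight at 30 C and loaded with no-wash calcium dye.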
Vif-A3F inh – qHTS for Inhibitors of Vif-A3F Interactions: qHTS; HeLa A3F-eYFP + Vif (tagged APOBEC3F with the HIV-1 protein that degrades it), YFP fluorescence increase; Potency, µM (top dose mostly 46.1 µM), for inactives: at the highest dose activity, negative = active; 390,000 compounds, 0.2% hits; further: potency means the concentration at half of the fitted maximal effect; % of control where 0% means no effect; nearly all actives have a fitted effect of over 65% in size
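Fluorescence increase (Ex 488/Em 500-530) after overnight compound treatment at 37 deg C flags inhibition of Vif-driven A3F-eYFP loss in stable HeLa A3F-eYFP/Vif cells seeded overnight beforehand.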
RXFP1 antag – qHTS Assay for Antagonists of the Relaxin Receptor RXFP1 | AID 1259400, 2018 | HEK293-RXFP1, relaxin-stimulated cAMP HTRF, 30 min; stronger effect = lower value | activity change, negative = inhibition, % at 57.5 µM | 350,000 compounds, 0.59% hits | Relaxin receptor 1 (Homo sapiens), Q9HBX9;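 active means activity change of -60% or lower, but not beyond a set lower limit; inconclusive means change between -60% and -40%, or beyond the set limit; inactive means change above -40%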; further: on the % scale 0 is the no-effect control and ±100 the full control effect
D1 antagonist – Antagonist of Human D 1 Dopamine Receptor: qHTS. activity change, negative = inhibition, % at 10 µM. AID 504652, 2011. HEK293 TREx D1 cells, calcium flux, dopamine EC80; stronger effect = lower value. 360,000 compounds, 3.2% hits. D(1A) dopamine receptor (Homo sapiens), P21728; in the data active means activity change below about -30%; further: on the % scale 0 is the no-effect control and ±100 the full control effect
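Cells carrying a force-coupled, tetracycline-inducible human D1 receptor report calcium flux. Each well gets a 10 s baseline, compound with 180 s monitoring, then an EC80 dopamine stimulus with a second 180 s kinetic read.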
RXFP1 agonist – qHTS Assay for Agonists of the Relaxin Receptor RXFP1; 370,000 compounds, 0.3% hits; HEK293T-RXFP1 cAMP TR-FRET, 30 min; response scale: percent of porcine relaxin response, buffer zero; Potency, µM (doses to about 57.5 µM), without a hit: at the top dose activation, hits mostly activators; Relaxin receptor 1 (Homo sapiens), Q9HBX9; further: potency means the concentration at half of the fitted maximal effect; on the % scale 0 is the no-effect control and ±100 the full control effect; nearly all actives have a fitted effect of over 60% in size; many of its hits are not listed in these tables
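cAMP rise read by TR-FRET after 30 min, 37C compound exposure (up to 58 uM) in RXFP1-transfected HEK293 cells with Ro 20174 present. EC50 from Hill-equation fits, with 29 nM porcine relaxin as 100% and buffer as basal.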
Glioma ERSR ind – qHTS for Inducers of the Endoplasmic Reticulum Stress Response (ERSR) in Human Glioma: qHTS; U87-MG GRP78 promoter luciferase reporter, 16 h; 420,000 compounds, 0.02% hits; AID 602332, 2012; Potency, µM, inactives show at the top dose activation, actives largely listed as activators; further: potency means the concentration at half of the fitted maximal effect; series mostly up to about 76 µM; % of control where 0% means no effect; nearly all actives have a fitted effect of over 35% in size
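Stably transfected U87-MG human glioma cells carrying a GRP78-based luminescent sensor were seeded at 1000 cells/well, pin-dosed with compounds and incubated 16 h. Luciferase reagent was then added, and end-point luminescence was read after 10 min at room temperature.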
D2 PAM – HTS Assay for Positive Allosteric Modulators of the Human D2 Dopamine Receptor: Primary Screen for Potentiators; 340,000 compounds, 0.34% hits; D(2) dopamine receptor (Homo sapiens), P14416; HEK293 T-REx D2, calcium flux, EC20 dopamine potentiation; potentiation, % at 10 µM;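 active means potentiation over 3 SD above the plate norm, cut at about 30% in these data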; further: 0% is about no effect
Target sequence (P14416 whole entry, looked up): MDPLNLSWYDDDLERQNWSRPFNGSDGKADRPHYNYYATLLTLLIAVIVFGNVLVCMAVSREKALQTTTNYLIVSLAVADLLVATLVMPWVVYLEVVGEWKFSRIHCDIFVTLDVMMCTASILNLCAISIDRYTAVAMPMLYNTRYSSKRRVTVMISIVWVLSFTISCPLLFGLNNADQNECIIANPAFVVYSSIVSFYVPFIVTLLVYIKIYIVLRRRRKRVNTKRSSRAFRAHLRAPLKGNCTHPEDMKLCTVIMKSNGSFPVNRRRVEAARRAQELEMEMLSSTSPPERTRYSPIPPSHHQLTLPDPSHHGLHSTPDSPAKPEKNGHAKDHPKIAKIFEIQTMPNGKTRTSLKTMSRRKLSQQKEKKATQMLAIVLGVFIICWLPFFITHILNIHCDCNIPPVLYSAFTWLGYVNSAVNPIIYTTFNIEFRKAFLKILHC
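Using a no-wash calcium dye in inducible, force-coupled HEK293 Trex cells expressing D2, we tracked fluorescence each second for 180 s after compound, then for 180 s after EC20 dopamine to detect augmented signalling.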
D1 PAM – Potentiators of Human D1 Dopamine Receptor: qHTS; potentiation, % at 10 µM; AID 504651, 2011; HEK293 TREx D1 cells, calcium flux, dopamine EC20 potentiation; D(1A) dopamine receptor (Homo sapiens), P21728; 360,000 compounds, 0.036% hits; in the data active means potentiation above about 30%; further: 0% is about no effect
Vif-APOBEC3G blk – qHTS for Inhibitors of Vif-A3G Interactions: qHTS. DNA dC->dU-editing enzyme APOBEC-3G (Homo sapiens), Q9HC16. HeLa A3G-eYFP + Vif (tagged APOBEC3G with the HIV-1 protein that degrades it), YFP fluorescence, overnight. Potency, µM (top dose mostly 46.1 µM), for inactives: at the highest dose activity, negative = active, actives largely listed as inhibitors. 410,000 compounds, 0.076% hits. AID 602310, 2012;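 further: potency means the concentration at half of the fitted maximal effect; on the % scale 0 is the no-effect control and ±100 the full control effect; nearly all actives have a fitted effect of over 60% in size; hits raise eYFP signal because A3G escapes Vif-driven loss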
Target sequence (Q9HC16 whole entry, looked up): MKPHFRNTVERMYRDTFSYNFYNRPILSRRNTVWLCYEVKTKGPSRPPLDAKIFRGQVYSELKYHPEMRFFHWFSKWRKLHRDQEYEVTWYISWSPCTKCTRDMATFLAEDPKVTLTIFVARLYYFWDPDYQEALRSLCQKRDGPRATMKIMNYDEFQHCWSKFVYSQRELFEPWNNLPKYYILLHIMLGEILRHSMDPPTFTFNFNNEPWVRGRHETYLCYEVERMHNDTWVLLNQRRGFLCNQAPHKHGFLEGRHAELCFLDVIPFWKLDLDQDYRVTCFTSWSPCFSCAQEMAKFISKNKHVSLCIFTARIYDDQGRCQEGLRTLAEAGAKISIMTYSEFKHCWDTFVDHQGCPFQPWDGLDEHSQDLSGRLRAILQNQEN
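Read-out is eYFP fluorescence (Ex 488/Em 500-530) from Vif-expressing HeLa A3G-eYFP cells; more signal means A3G escaped Vif-mediated degradation. Cells plated overnight, compound pinned in, incubated overnight at 37 deg C.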
Numbers without * were called inactive; ? = inconclusive; nt = no result given. Unless noted, the call rests on the fitted dose curve; in most records, active means well fitted curve in the direction sought with a large enough effect; inconclusive means small, poorly fitted or top-dose-only effect, or another doubt; inactive means no such curve, though single readings can be large; an effect the other way counts as inactive or inconclusive. An excerpt; count on the stated rates, not on these rows.

Compound	D1 agonist	Vif-A3F inh	RXFP1 antag	D1 antagonist	RXFP1 agonist	Glioma ERSR ind	D2 PAM	D1 PAM	Vif-APOBEC3G blk
CCC(O)C1CCN(Cc2cn(Cc3ccccc3)nc2-c2cc3ccccc3o2)CC1 (configuration not stated)	63.8*	-3.3%	-21.2	-15.4	1.9%	0.2%	-7.7	-4.4	0.2%
CCCNCc1cc(Cl)c(OCC)c(Cl)c1	2.1	-3.2%	-0.1	15.2	-2.3%	-1.8%	23.5	1.4	3.2%
CCOC(=O)C1=C(CN2CCC(C)CC2)NC(=O)NC1c1ccc(F)cc1 (configuration not stated)	0.0	-1.6%	-7.1	-13.5	0.4%	-3.6%	6.6	-0.7	1.3%
CCCCCSc1nc2c(c(=O)[nH]c(=O)n2C)n1CC	nt	7.4%	-4.1	nt	nt	-0.2%	nt	nt	4.9%
COc1ccc2c(CC(=O)O)cc(=O)oc2c1	0.3	1.2%	-4.8	14.3	4.6%	-3.8%	2.2	-1.6	-1.4%
COc1ccc(NC(C)=O)cc1NC(C)C(=O)Nc1ccc(F)c(F)c1F (configuration not stated)	1.0	6.5%	2.2	-2.6	0.2%	-2.8%	7.1	5.3	5.9%
NS(=O)(=O)c1cccc(C(=O)OCC(=O)NC2CCCc3ccccc32)c1 (configuration not stated)	nt	-12.1%	-1.1	nt	nt	-3.9%	nt	nt	-1.5%
COc1ccc(NC(=O)C2=C(C)Nc3nc(CCCO)nn3C2c2ccc(OC)c(OC)c2)cc1 (configuration not stated)	2.9	-12.7%	-2.3	8.4	0.0%	-1.3%	8.7	-8.9	1.3%
CCOC(=O)N1CCN(C(=O)c2c(N)no[n+]2[O-])CC1	2.1	nt	nt	-18.1	-0.5%	nt	-5.5	-3.0	nt
Cc1ccc(NC(=O)CCc2nnc3ccc(N4CCC5(CC4)OCCO5)nn23)nc1	0.9	-10.4%	6.6	2.8	?	-3.2%	nt	1.2	1.1%
Cc1ccc(NC(=O)CSC(C)c2nc3ccccc3c(=O)[nH]2)cc1 (configuration not stated)	1.0	-16.2%	3.6	-4.2	-0.5%	-3.9%	2.4	-5.2	6.4%
COc1ccc(CCn2c(=N)c(S(=O)(=O)c3ccc(Cl)cc3)cc3c(=O)n4ccccc4nc32)cc1	3.7	3.4%	-28.3	5.8	-1.5%	-3.1%	0.5	0.6	0.9%
CC(C)[C@H](NC(=O)N1CCn2c1nc1ccccc12)C(=O)NC1CCCCC1	0.2	2.3%	1.4	1.3	0.1%	1.0%	5.9	-0.5	-7.5%
Cc1ccc(CN(Cc2ccco2)C(=O)c2oc3cc(Br)ccc3c2C)cc1	17.1	4.2%	nt	-13.1	5.2%	-2.9%	-7.7	-2.8	3.8%
CCCc1cc(C(=O)NNC(=S)Nc2cccc(C)c2)cs1	2.7	-10.0%	3.4	-13.8	3.5%	5.7%	1.2	-8.3	1.0%
COc1ccc(NC(C)=O)cc1S(=O)(=O)NC(Cc1ccccc1)C(=O)NCc1ccccc1C (configuration not stated)	6.6	?	11.6	6.1	-0.7%	0.5%	-24.2	-13.4	-3.2%
Cc1nn(C)c(Cl)c1/C=N/OC(=O)c1ccc(F)cc1	-0.7	-2.7%	-3.0	nt	3.1%	1.7%	8.7	5.0	3.8%
CC1(C)CC(C#N)(N2CCOCC2)CCO1 (configuration not stated)	10.9	1.3%	0.5	-7.5	2.7%	-4.2%	0.5	-11.2	-3.2%
O=C(Nc1ccc(S(=O)(=O)NCCc2ccccc2)cc1)c1ccco1	12.2	-9.1%	-3.7	-27.0	2.8%	-0.2%	4.2	-6.5	3.8%
c1ccc(Oc2c3ccccc3nc3ccccc23)cc1	1.0	8.8%	7.6	8.7	-1.1%	12.6%	-2.6	3.2	?
C=CCN(C(=O)CCC(=O)O)C1CC(=O)N(c2ccc(OC)cc2)C1=O (configuration not stated)	0.0	0.9%	-13.2	-6.2	-0.9%	-1.8%	0.8	-3.2	-3.5%
CCOC(=O)c1nc2ccccc2c(=O)[nH]1	3.9	-6.7%	-11.9	-4.0	1.4%	3.3%	7.3	-3.8	-0.9%
COc1ccccc1NS(=O)(=O)c1cc(NC(=O)c2ccncc2)ccc1N1CCCC1	0.5	4.9%	-0.9	13.7	0.0%	-7.3%	5.5	-3.8	1.3%
COc1cc(C(=O)NCc2ccccc2)ccc1OC(F)F	2.7	?	5.4	-16.7	-0.7%	-4.0%	nt	5.8	-5.3%
Cc1c(C(=O)NNC(=O)c2csc(N3CCOCC3)n2)cccc1[N+](=O)[O-]	0.7	1.4%	-6.8	-11.7	0.7%	-6.5%	-1.8	4.8	-14.3%
O=S1(=O)N=C(N(CCO)/N=C/c2ccccc2)c2ccccc21	4.7	7.9%	0.0	7.6	3.1%	-3.3%	2.6	0.1	1.2%
C=CCn1c(=O)/c(=C2/Sc3cc(OC)ccc3N2C)s/c1=C1\C(=O)N(CC)C(=S)N1C	3.2	nt	nt	-16.5	-1.9%	nt	3.5	0.3	nt
CCCOC(=O)c1cc(-c2ccc(C=O)o2)ccc1Cl	0.7	?	-12.9	-6.9	3.1%	1.2%	0.0	1.4	-14.4%
CCOC(=O)Cn1cnc2c(nnn2-c2ccc(F)cc2)c1=O	3.1	-4.6%	4.0	-11.9	1.2%	-2.1%	6.7	0.4	0.3%
Cc1ccc(SCC(=O)N(C)C2CCS(=O)(=O)C2)c(C)c1 (configuration not stated)	nt	-22.3%	-13.6	nt	nt	-4.1%	nt	nt	-6.3%

Rewritten with values under each structure: part of the list above
Results follow in this order: D1 agonist, Vif-A3F inh, RXFP1 antag, D1 antagonist, RXFP1 agonist, Glioma ERSR ind, D2 PAM, D1 PAM, Vif-APOBEC3G blk
- Cc1ccc(CN(Cc2ccco2)C(=O)c2oc3cc(Br)ccc3c2C)cc1
 : 17.1, 4.2%, nt, -13.1, 5.2%, -2.9%, -7.7, -2.8, 3.8%
- CCCc1cc(C(=O)NNC(=S)Nc2cccc(C)c2)cs1
 : 2.7, -10.0%, 3.4, -13.8, 3.5%, 5.7%, 1.2, -8.3, 1.0%

More records follow:
Compound	D1 agonist	Vif-A3F inh	RXFP1 antag	D1 antagonist	RXFP1 agonist	Glioma ERSR ind	D2 PAM	D1 PAM	Vif-APOBEC3G blk
CCc1ccc(CNC(=O)C2CCCN(S(=O)(=O)N(CC)c3ccccc3)C2)cc1 (configuration not stated)	1.2	-14.2%	-15.5	18.2	0.0%	-5.1%	8.2	-12.7	-0.7%
CCCOc1ccc(C(=O)N2CCN(c3ccc(N)cc3Cl)CC2)cc1	1.3	6.0%	-5.1	1.6	-0.4%	-2.9%	-5.2	-0.8	7.5%
CCOC(=O)c1ccc(NS(=O)(=O)c2c(C)nc3sccn3c2=O)cc1	11.7	-12.6%	nt	-15.4	1.4%	-5.5%	-6.2	-8.8	3.0%
O=C(COC(=O)c1ccc(-c2cnc3ccccc3n2)cc1)c1ccccc1	1.8	2.2%	2.1	13.5	0.5%	-2.7%	20.7	-8.1	1.9%
CC1CCCC(C)N1C(=O)c1cc(-c2ccc(Cl)c(Cl)c2)on1 (configuration not stated)	5.6	1.7%	-4.7	18.2	-4.0%	7.3%	2.5	-0.2	1.3%
O=[N+]([O-])c1cccc(NC(=S)Nc2nc(-c3ccc(Cl)cc3Cl)cs2)c1	7.1	nt	nt	-30.8*	-0.9%	nt	22.4	-6.8	nt
Cc1ccc(S(=O)(=O)NCC(=O)OCC(=O)N2CC(=O)Nc3ccccc32)cc1	nt	-27.0%	-11.1	nt	nt	-4.5%	nt	nt	-2.2%
CC(C)=C(NC(=O)c1ccccc1Br)C(=O)NCCc1nc2ccccc2[nH]1	1.9	-13.6%	-7.1	6.2	-2.4%	0.6%	-4.5	3.0	4.0%
Cc1nn(C/C(C#N)=N\O)c(C)[n+]1N	1.9	-5.2%	7.9	1.9	-0.9%	-5.7%	nt	-1.9	-5.0%
Cc1ccc2nsnc2c1NC(=O)c1ccc(-c2cc(Cl)ccc2Cl)o1	6.4	?	-9.3	-9.2	0.0%	-2.2%	-7.0	-0.2	?
COc1cccc(N(C(=O)c2snc(C(N)=O)c2N)C(C(=O)NCC2CCCO2)c2ccc(C)o2)c1 (configuration not stated)	-0.2	2.5%	-2.6	4.9	0.1%	-3.1%	nt	-6.4	-4.9%
O=Cc1cn[nH]c1-c1cccc([N+](=O)[O-])c1	1.1	-3.3%	-15.7	10.7	1.4%	2.1%	7.0	-1.9	-5.6%
Cc1ccc(S(=O)(=O)c2ccc(Cl)cc2)cc1S(=O)(=O)N1CCOCC1	6.2	-3.6%	2.0	6.0	0.6%	-0.7%	-9.3	-4.5	-0.2%
C=CC(=O)N(CCC)C(c1ccccc1)c1ccccc1OC (configuration not stated)	4.3	2.2%	nt	-0.9	-0.5%	-2.7%	-9.2	-3.5	-5.4%
S=C(NCCc1ccccc1)Nc1ccc(Br)cc1	15.4	-4.5%	-19.3	-51.5*	3.7%	2.3%	-10.4	-9.8	-6.4%
Cc1c(OCC(=O)N2CCN(c3ccccc3)CC2)ccc2c3c(c(=O)oc12)CCCC3	2.3	-7.7%	-1.8	9.5	1.1%	-1.1%	nt	-3.9	2.9%
O=C(Cc1ccccc1)Nc1ccc(N2CCN(Cc3ccccc3F)CC2)cc1	2.4	-2.5%	-4.3	6.3	1.8%	-4.3%	6.8	-5.5	-1.5%
O=[N+]([O-])c1cccc(N/N=C/c2cccc3ccccc23)c1	-0.1	6.4%	-2.3	29.1	0.7%	2.8%	-5.0	1.3	-11.1%
